# Screening data (PubChem)
# EPAC2 antag – qHTS for Antagonist of cAMP-regulated guanine nucleotide exchange factor 2 (EPAC2): primary screen; Rap guanine nucleotide exchange factor 4 (Homo sapiens), Q8WZA2; EPAC2 GEF exchange of Rap1B-BODIPY-GDP, fluorescence; Potency, µM (highest dose often 114 µM), for the others: at the highest dose activity, negative = inhibition, most hits filed as inhibitors; hit rate 0.18% among 360,000; further: potency means the concentration at half of the fitted maximal effect; on the % scale 0 is the no-effect control and ±100 the full control effect; nearly all actives have a fitted effect of over 45% in size; many of its hits are not listed in these tables
# Target sequence (Q8WZA2 whole entry, looked up): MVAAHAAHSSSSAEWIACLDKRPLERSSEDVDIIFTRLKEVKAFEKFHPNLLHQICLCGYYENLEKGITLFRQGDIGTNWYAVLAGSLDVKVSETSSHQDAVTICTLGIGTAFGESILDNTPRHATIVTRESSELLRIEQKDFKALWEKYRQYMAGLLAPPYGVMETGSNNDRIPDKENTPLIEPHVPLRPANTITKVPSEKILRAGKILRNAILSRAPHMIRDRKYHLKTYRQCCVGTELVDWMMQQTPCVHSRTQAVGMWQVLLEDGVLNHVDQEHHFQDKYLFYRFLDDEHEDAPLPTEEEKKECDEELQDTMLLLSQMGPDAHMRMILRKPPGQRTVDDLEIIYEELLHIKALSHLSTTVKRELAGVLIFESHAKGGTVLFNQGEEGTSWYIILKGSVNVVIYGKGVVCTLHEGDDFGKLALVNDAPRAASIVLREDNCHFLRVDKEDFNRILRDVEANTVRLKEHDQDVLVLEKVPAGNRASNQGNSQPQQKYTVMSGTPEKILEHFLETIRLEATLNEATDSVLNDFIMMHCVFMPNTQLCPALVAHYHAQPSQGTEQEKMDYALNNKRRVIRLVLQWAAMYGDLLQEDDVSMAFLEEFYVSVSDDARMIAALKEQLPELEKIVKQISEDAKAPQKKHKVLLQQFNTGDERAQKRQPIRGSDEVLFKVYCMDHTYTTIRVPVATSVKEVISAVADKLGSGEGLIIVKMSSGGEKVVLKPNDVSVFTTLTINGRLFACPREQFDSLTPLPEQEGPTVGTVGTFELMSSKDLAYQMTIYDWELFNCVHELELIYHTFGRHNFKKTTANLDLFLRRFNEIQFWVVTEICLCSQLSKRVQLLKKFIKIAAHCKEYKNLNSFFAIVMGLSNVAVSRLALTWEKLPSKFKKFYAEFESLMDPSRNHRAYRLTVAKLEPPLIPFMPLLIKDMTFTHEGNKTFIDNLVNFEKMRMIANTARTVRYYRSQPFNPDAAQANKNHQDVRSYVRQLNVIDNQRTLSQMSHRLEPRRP
# EPAC1 antag – qHTS for Antagonist of cAMP-regulated guanine nucleotide exchange factor 3 (EPAC1): primary screen. EPAC1 GEF assay, Rap1b-BODIPY-GDP exchange fluorescence. hit rate 0.14% among 360,000. Potency, µM (highest dose often 115 µM), for inactives: at the highest dose activity change, negative = inhibition, hits mostly inhibitors. AID 720709, 2013. Rap guanine nucleotide exchange factor 3 (Homo sapiens), O95398;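 further: potency means the concentration at half of the fitted maximal effect; plate controls were vehicle for no effect and positive control for full effect; nearly all actives have a fitted effect of over 50% in size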
# MmCpn inh – Inhibitors of TCP-1 ring complex (TRiC) of Methanococcus maripaludis (MmCpn): qHTS. Chaperonin Mm-Cpn (Methanococcus maripaludis). purified Mm-Cpn ATPase, ADP Transcreener TR-FRET. Potency, µM (titrated, usually from 76.9 µM), without a hit: at the highest dose activity, negative = inhibition, most hits filed as inhibitors. hit rate 0.031% among 330,000; further: potency means the concentration at half of the fitted maximal effect; on the % scale 0 is the no-effect control and ±100 the full control effect; nearly all actives have a fitted effect of over 80% in size
#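 Purified archaeal Mm-CPN (25nM final) preincubated 10 min at 37degC with compound, then 10uM ATP for 30 min at 37degC; ADP measured by HTRF Transcreener TR-FRET; buffer 30 mM TRIS pH 7.4, 100mM KCl, 5mM MgCl2, 1mM DTT.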
# PLK1 PBD block – qHTS for Inhibitors of PLK1-PDB (polo-like kinase 1 - polo-box domain): Primary Screen. Serine/threonine-protein kinase PLK1 (Homo sapiens), P53350. hit rate 2.8% among 360,000. Plk1 PBD binding of FITC phosphopeptide, fluorescence polarization. Potency, µM, for the others: max response, negative = inhibition, actives largely listed as inhibitors; further: potency means the concentration at half of the fitted maximal effect; series mostly up to about 57 µM; on the % scale 0 is the no-effect control and ±100 the full control effect; nearly all actives have a fitted effect of over 65% in size
# WRN inhibitor – qHTS for Inhibitors of WRN Helicase; Bifunctional 3'-5' exonuclease/ATP-dependent helicase WRN (Homo sapiens), Q14191; WRN helicase unwinding, fluorescent forked duplex, kinetic; Potency, µM (highest dose often 114 µM), inactives show at the highest dose activity change, negative = inhibition, usual class: inhibitors; hit rate 0.46% among 360,000; further: potency means the concentration at half of the fitted maximal effect; on the % scale 0 is the no-effect control and ±100 the full control effect; nearly all actives have a fitted effect of over 55% in size
#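 Kinetic red-fluorescence monitoring (525/598 nm) tracks WRN helicase activity after 100 nM fluorophore-quencher forked duplex and 2 mM ATP are added to 20 nM enzyme pretreated 15 min at room temperature with compound.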
# PI5P4K alpha inh – qHTS for Inhibitors of phosphatidylinositol 5-phosphate 4-kinase (PI5P4K); Phosphatidylinositol 5-phosphate 4-kinase type-2 alpha (Homo sapiens), P48426; PI5P4Kalpha enzyme, ADP-Glo luminescence, 60 min; hits give low values; max response, %; hit rate 1.2% among 330,000; AID 652105, 2013; active means max response of -50% or lower; inconclusive means between -30% and -50%; inactive means -30% or higher; further: value at the top dose of about 77 µM; on the % scale 0 is the no-effect control and ±100 the full control effect
#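 Human PI5P4Kalpha with substrate in 0.038 M HEPES pH 7.4, 0.28 mM EGTA, 0.1% CHAPS, 5% DMSO; reaction started with 5 microM ATP (final), 60 min at room temperature. ADP formed read by ADP-Glo luminescence.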
# CCT modulator – High-Throughput Screening for Modulators of Cytosolic Chaperonin Activity; purified chaperonin ATPase assay, HTRF ADP detection, 30 min; activity change, % (no concentration beside the values), hits read low; hit rate 0.3% among 360,000; AID 651819, 2012; in the data active means activity change below about -30%; further: on the % scale 0 is the no-effect control and ±100 the full control effect
#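 ATPase activity: ADP formed was measured by HTRF Transcreener (665/615 nm ratio) after 30 min at 37 deg C with 10 uM ATP. Compounds screened at one 76 uM concentration against 40 or 20 nM TRiC in Tris pH 7.4/KCl/MgCl2/DTT buffer.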
# EPAC1 agonist – qHTS for Agonist of cAMP-regulated guanine nucleotide exchange factor 3 (EPAC1): primary screen. EPAC1 agonist qHTS, biochemical assay; response scale: 100% = response to 6.5 mM cAMP. Rap guanine nucleotide exchange factor 3 (Homo sapiens), O95398. hit rate 0.073% among 360,000. AID 720707, 2013. Potency, µM (titrated, usually from 154 µM), for the others: top-dose activation, usual class: activators; further: potency means the concentration at half of the fitted maximal effect; nearly all actives have a fitted effect of over 60% in size
#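 EPAC1 100 nM, Rap1B–BODIPY-GDP 250 nM, unlabeled GDP 50 uM; compound titration; 5 min RT; kinetic read ex480/em540 at 5-min intervals ×30 min; data normalized to 6.5 mM cAMP agonist control.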
# Active calls of the source: *; ? = inconclusive; · = not tested or not shown; [ ] = dose if it differs, or a comment. Unless noted, the call rests on the fitted dose curve; in most records, active means well fitted curve in the direction sought with a large enough effect; inconclusive means small, poorly fitted or top-dose-only effect, or another doubt; inactive means no such curve, though single readings can be large; an effect the other way counts as inactive or inconclusive.
SMILES,EPAC2 antag,EPAC1 antag,MmCpn inh,PLK1 PBD block,WRN inhibitor,PI5P4K alpha inh,CCT modulator,EPAC1 agonist
O=C(NCc1ccco1)/C(=C\c1cccc([N+](=O)[O-])c1)NC(=O)c1ccco1,1%,-9%,2%,1%,-5%,4,0.5,-4%
COc1cc(C(=O)NC(c2ccccc2)c2ccccc2)cc(OC)c1OC,3%,-6%,0%,-4%,-20%,-1,-2.6,-1%
COc1cccc(OC)c1C(=O)Nc1ccccc1Sc1ccccc1,?,-4%,·,3%,4%,10,-0.7,14%
CC(C)(C)[C@H]1COC(=O)CCCC/C=C\C[C@H](CC(=O)NCCO)C(=O)N1,23%,0%,2%,1%,-3%,1,0.3,6%
O=C(NCCS(=O)(=O)N1CCN(c2ccc(F)cc2)CC1)c1ccc2c(c1)OCO2,-4%,2%,-1%,0%,-6%,0,0.8,-32%[inhibitor]
CNC(=O)c1nc(C)n(-c2ccc(Cl)cc2Cl)n1,-10%,8%,1%,3.8µM*,79µM*,-93*,1.2,11%
COc1ccccc1/C=C/C(=O)NCC(=O)N/N=C(/C)c1ccc(Cl)cc1,0%,?,2%,4%,-9%,-6,1.1,4%
CC(=O)Nc1cccc(-c2ccnc3c2CC(C(=O)Nc2cccc(Oc4ccccc4)c2)O3)c1 (stereo not given),3%,1%,·,0%,-3%,0,-0.8,-1%
COc1ccc(C2=CC(c3ccc(OC)c(OC)c3)n3nnnc3N2)c(OC)c1 (stereo not given),1%,7%,-2%,-7%,-9%,2,1.9,9%
c1ccc2c(-n3cccn3)cccc2c1,7%,1%,1%,-1%,3%,1,-8.6,-7%
C=CCSc1nnc(NC(=O)c2c(CC)noc2C)s1,6%,-11%,-4%,-1%,-12%,6,0.5,2%
COc1cc(OC)cc(-c2cc(N)n(S(=O)(=O)c3cccc4nsnc34)n2)c1,-1%,-22%,1%,-9%,-7%,5,-0.8,14%
COC(=O)c1[nH]c2c(c1C)C(=O)CC(c1cccs1)C2 (stereo not given),-6%,-15%,-6%,-23%,-6%,-4,2.2,0%
CCOc1ccc(C(CC(=O)O)NC(=O)CCCOc2ccc(Cl)cc2C)cc1 (stereo not given),-12%,5%,2%,-19%,-1%,9,-1.6,6%
Fc1cccc(NC(=S)Nc2cccc3ccccc23)c1,1%,?,-4%,-18%,3%,-1,0.2,12%
COc1ccc(S(=O)(=O)Nc2ccc3c(c2)OCCO3)cc1OC,-10%,-14%,1%,-6%,-2%,3,-0.3,0%
COC(=O)C(C)NC(=O)C12CC3CC(CC(C3)C1)C2 (stereo not given),1%,3%,-1%,3%,2%,-5,-2.1,14%
C=CCN([C@@H](CC(C)C)C(=O)OC)S(=O)(=O)N(CC=C)[C@@H](CC(C)C)C(=O)OC,-20%,-11%,-2%,2%,-2%,20,-0.4,-31%[inhibitor]
Cc1ccc(O)c(Nc2ncnc3ccc([N+](=O)[O-])cc23)c1,6%,0%,2%,1%,-6%,-17,-2.2,4%
CCNc1ccc(P(=O)(c2ccccc2)c2ccccc2)cc1,-16%,-15%,1%,-10%,-1%[57.1 µM],11,-3.4,0%
C[C@H]1CN([C@@H](C)CO)C(=O)CCCn2nncc2CO[C@@H]1CN(C)C(=O)NC1CCCCC1,-4%,-24%,·,-8%,-1%,-3,1.2,13%
O=C(Nc1ccc(N2CCOCC2)cc1)C1CCCCN1S(=O)(=O)c1ccccc1 (stereo not given),-1%,0%,1%,-3%,-10%,2,-0.5,1%
Cc1ccc(OCCNC(=O)CNC(=O)c2ccc3c(c2)OCO3)cc1,-10%,-31%,-1%,1%,-7%,-2,-0.7,-6%
Cc1ccccc1-n1c(-c2ccoc2C)n[nH]c1=S,1%,-5%,-3%,-8%,6%,-6,-0.5,-3%
COc1ccc(-c2n[nH]c(C)c2-c2ccc(Cl)cc2)c(O)c1OC,-4%,0%,-1%,-4%,1%,-1,-2.0,12%
Cc1ccccc1C(=O)O/N=C(\N)c1ccccc1,-2%,-8%,0%,9%,-2%,-17,1.2,1%
Cc1ccc(S(=O)(=O)c2cnc3cc(C)nn3c2N)cc1,0%,1%,1%,-5%,-12%,-1,1.4,5%
CC1(C)SC2c3ccccc3C(=O)N2C1C(=O)O (stereo not given),0%,-9%,·,-10%,8%,-6,-2.7,5%
CCc1ccccc1NC(=O)CNC(=O)c1ccc(-n2cncn2)c([N+](=O)[O-])c1,0%,-5%,0%,-7%,-3%,8,1.1,4%
Oc1[nH]c2ccc(Br)cc2c1N=NC(=S)NCC1CCCO1 (stereo not given),6%,-23%,-1%,?,-16%,-13,-0.4,-15%
CCOc1ccc(C2CC(c3ccc(F)cc3)Nc3nc(N)nn32)cc1 (stereo not given),7%,-10%,1%,-4%,1%,1,-2.9,7%
COc1ccc(NC(=O)CS(=O)c2ccccc2Cl)cc1 (stereo not given),12%,1%,1%,3%,-3%,-1,-1.1,-1%
Cc1cc(C(=O)CSc2nnc(-c3ccccc3)n2-c2ccccc2)c(C)n1-c1ncn[nH]1,-26%,?,1%,-12%,?,2,0.5,8%
COc1cccc(NC(=O)c2ccc(CN3CCOCC3)cc2)c1,4%,0%,1%,1%,6%,-12,1.3,-4%
Cc1ccc2c(CN3CCN(Cc4ccccc4)CC3)cc(=O)oc2c1C,0%,-7%,-1%,-11%,13%,3,-0.8,-1%
O=C(C1CCN(S(=O)(=O)c2cnc[nH]2)CC1)N1CCc2ccccc2C1,0%,5%,3%,-3%,1%,0,1.8,-1%
O=C(NCc1ccc(F)cc1)c1cc(C2CCCCN2C(=O)OCCF)on1 (stereo not given),-8%,6%,·,-6%,3%,2,-2.3,-14%
COc1ccc(NC(=S)NC(NC(C)=O)C(Cl)(Cl)Cl)c([N+](=O)[O-])c1 (stereo not given),-4%,-6%,1%,24µM*,-24%[57.1 µM],?,0.2,4%
COc1cc(NC(=O)C2CCCO2)c(OC)cc1NC(=O)c1ccccc1 (stereo not given),16%,6%,0%,-2%,-5%,-12,-2.8,4%
CCOc1nc2ccccc2nc1NS(=O)(=O)c1ccc(Cl)cc1,-5%,-11%,2%,1%,-5%,-12,-2.0,-9%
CCOC(=O)c1ccc(-n2c(CCC(=O)O)ccc2-c2ccccc2)cc1,-5%,-27%,0%,-14%,-9%,-2,0.0,1%
CC(C)(C)c1cc(NCc2ccccn2)n2ncc(-c3ccc(Cl)cc3)c2n1,?,-5%,0%,-2%,-8%,12,-2.1,3%
Cc1cc(C)c2c(=O)[nH]c(SCC(=O)NCCc3ccccc3)nc2n1,2%,-3%,3%,-1%,-10%,·,-0.3,4%
Cc1ccc(S(=O)(=O)N2CCCCC2)cc1NC(=O)CSc1nccn1C,1%,-7%,1%,-11%,9%,-7,0.5,10%
Cn1c(COc2ccccc2)nnc1SCC(=O)NC1CCCC1,0%,24%,1%,4%,7%,-1,-2.7,-2%

# No new results follow: two of the compounds above.
SMILES,EPAC2 antag,EPAC1 antag,MmCpn inh,PLK1 PBD block,WRN inhibitor,PI5P4K alpha inh,CCT modulator,EPAC1 agonist
CCOc1ccc(C2CC(c3ccc(F)cc3)Nc3nc(N)nn32)cc1 (stereo not given),7%,-10%,1%,-4%,1%,1,-2.9,7%
COc1ccc(NC(=O)CS(=O)c2ccccc2Cl)cc1 (stereo not given),12%,1%,1%,3%,-3%,-1,-1.1,-1%

# (further entries)
SMILES,EPAC2 antag,EPAC1 antag,MmCpn inh,PLK1 PBD block,WRN inhibitor,PI5P4K alpha inh,CCT modulator,EPAC1 agonist
O=C(OCCCC(=O)N1CCOCC1)c1ccccc1,-2%,10%,1%,4%,6%,-7,1.0,-1%
O=C(CN(c1ccccn1)S(=O)(=O)c1ccc(F)cc1)Nc1ccc(F)cc1F,-3%,-3%,5%,-10%,-1%,-1,-0.3,1%
COc1ccc(NS(=O)(=O)c2cn(C)c(=O)n(C)c2=O)cc1,6%,-5%,-1%,4%,5%,2,-0.1,-4%
CSc1cccc(NC(=O)c2ccc(Cl)nc2)c1,0%,4%,0%,-1%,-11%,4,0.0,-1%
COc1cc(OC)c(NC(=O)CCNS(=O)(=O)c2ccc3c(c2)oc(=O)n3C)cc1Cl,12%,-27%,1%,-12%,-5%,-2,-0.4,2%
CC1=CC(C)(C)N(C(=O)CSc2nnc(N)s2)c2ccccc21,-5%,3%,3%,-4%,-18%,-17,0.5,18%
COc1ccc(C(=O)N2CCN=C2SCc2cccnc2)c(OC)c1,9%,2%,1%,-13%,-1%,-4,-3.4,-15%
CCN(CC)c1ccc(/C=N/NC(=O)CNC(=O)c2ccc3c(c2)OCCO3)cc1,-10%,-4%,-1%,-5%,-6%,-25,-1.4,-5%
CC(C)(C)C1=Nn2c(nnc2-c2ccco2)SC1,-2%,-6%,1%,?,-7%,-8,-0.4,1%
COc1ccc(C2=NN(c3ccc(C=O)cc3)C(c3ccccc3)C2)cc1 (stereo not given),4%,-13%,-10%,-9%,-10%,10,0.2,12%
Cc1cc(C(=O)COC(=O)c2cccc(NS(C)(=O)=O)c2)c(C)n1CC1CCCO1 (stereo not given),10%,12%,-4%,3%,5%,-10,-0.1,2%
COc1cccc(C(=O)NNC(=O)C(=O)N2CCCCC2)c1,2%,7%,0%,-2%,2%,-2,-2.5,0%
O=C(CCn1cccc1)Nc1ccc(F)cc1,-3%,-1%,-9%,4%,1%,0,-0.4,2%
CCN1C(=O)c2cccc3c(NC(=O)C4CCCCC4)ccc1c23,27%,8%,-4%,7%,1%,·,-0.5,-15%
COc1ccc(C)cc1NC(=O)c1cc2c(CO)cnc(C)c2oc1=N,-7%,-25%,1%,-6%,0%,5,-1.8,-4%
O=C(N1CCN(c2ccc(F)cc2)CC1)C1(c2cccs2)CCOCC1,-3%,-1%,1%,-4%,-1%,-3,2.2,-7%

# An excerpt. The share of hits here may be higher or lower than overall.
